Epigenetic reg: derepresses silenced GFP reporter in murine cells; murine LDR cells, GFP reporter derepression, 30 h; Potency, µM (series often up to 53.9 µM), without a hit: at the highest dose GFP activation, actives largely listed as activators; 280,000 tested, 0.2% active; active means well fitted activation curve with a large enough effect; further: % of control where 0% means no effect; nearly all actives have a fitted effect of over 60% in size
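In this reporter-derepression format, murine cells bearing a silenced integrated CMV-GFP locus incubate with test compound (30 h, 37 C), then are washed and imaged; fluorescent objects of 20–120 um count as induced cells.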
* marks the source's active call; other numbers are inactive results. Potency means the concentration at half of the fitted maximal effect. Only part of the results is shown; rates above refer to the full screens.

SMILES	Epigenetic reg
COc1ccc(-c2noc(Cn3c(=O)c4ccccc4n(CC(=O)Nc4cccc(OC)c4)c3=O)n2)cc1	20.0%
Cc1cc(C)c(NC(=O)COc2ccc3c(C)cc(=O)oc3c2)c(C)c1	-0.6%
Cc1cc(C)cc(Oc2c(C(F)(F)F)oc3cc(OCC(=O)NC4CCCCC4)ccc3c2=O)c1	3.9%
Cc1ccc(CNC(=O)C2CCN(C(=O)c3cnn(-c4ccccc4)c3-n3cccc3)CC2)cc1	0.0%
COc1ccc(Cn2c(=O)c3cccnc3n(CC(=O)Nc3c(C)cc(C)cc3C)c2=O)cc1	0.0%
COc1cccc(CN2CCc3nc(SCC(=O)Nc4ccccc4)[nH]c(=O)c3C2)c1	-3.0%
Cc1ccc(Cl)cc1N1CCN(S(=O)(=O)c2ccc3c(c2)CCN3C(=O)C2CCC2)CC1	-1.0%
CCc1ccc(NC(=O)CSc2ccc(-c3ccccn3)nn2)cc1	4.2%
CCOC(=O)C1=C(CS(=O)(=O)c2ccc(C)cc2)NC(=O)NC1c1ccc(C(C)C)cc1 (stereo not given)	-7.2%
Cc1nc2cc(C(=O)O)ccc2n1-c1ccc(C(C)C)cc1	-1.1%
Cc1ccc(Cl)cc1NC(=O)CCn1c(=O)c2cccn2c2cccnc21	2.0%
Cc1ccc(Cl)cc1NC(=O)CSc1nc(C)c(C)c(C)c1C#N	1.1%
COc1cccc(NC(=O)CCc2c(C)nc3c4cccnc4nn3c2C)c1	7.4%
CCOc1ccc(-n2nc3ccc(NC(=O)COc4ccc(OC)cc4)cc3n2)cc1	-0.8%
Cc1ccccc1CNC(=O)Cn1cc2c(n1)-c1c(oc(C(=O)N3CCCC3)c1C)CC2	8.5%
CCc1ccc(S(=O)(=O)c2nnn3c2nc(NCc2ccccc2)c2cc(Cl)ccc23)cc1	4.9%
CCn1c(=O)n(-c2ccc(C)c(F)c2)c(=O)c2sc3ccccc3c21	-1.1%
CC(=O)NCCNC(=O)CCCc1nnc2n(C)c(=O)c3sccc3n12	4.1%
CC(=O)Nc1ccc(Nc2nnc(-c3ccc(C)c(S(N)(=O)=O)c3)c3ccccc23)cc1	-0.1%
COc1ccc(C2CC(=O)N(Cc3ccc(F)cc3)c3ccccc3S2)cc1OC (stereo not given)	0.0%
CC(Sc1nc(=O)cc(N)n1CCc1ccccc1)C(=O)Nc1ccccc1C#N (stereo not given)	-1.1%
CCOc1ccc(NC(=O)c2cnn3c2NC(C)=C(C(=O)Nc2ccc(Cl)cc2)C3c2ccc(OC)c(OC)c2)cc1 (stereo not given)	0.8%
CCOC(=O)c1cc(C)n(CC2CCC(C(=O)Nc3cccc(C)c3)CC2)c1C (stereo not given)	-0.1%
CCC(=O)N1CCc2cc(S(=O)(=O)NC(Cc3ccccc3)C(=O)Nc3ccc(C)cc3)ccc21 (stereo not given)	-1.3%
CCc1ccc(OCc2cc(=O)n3c4c(sc3n2)CCCC4)cc1	2.7%
SMILES	Epigenetic reg
CCC(Cn1nnc2ccccc2c1=O)NC(=O)Nc1ccccc1OC (stereo not given)	3.3%
O=S(=O)(c1ccccc1)c1nnn2c1nc(NCc1ccc(F)cc1)c1sccc12	2.9%
CCCN(CCC)CCNC(=O)CN1C(=O)COc2ccc(S(=O)(=O)N3CCOCC3)cc21	-0.3%
CCOc1ccccc1CNC(=O)C1CCN(c2nnc(-n3c(C)ccc3C)s2)CC1	0.6%
Cc1ccc(-n2c(=O)c3c(cnn3C)n(Cc3ccccc3F)c2=O)cc1	-0.9%
CCS(=O)(=O)N1CCC(n2c(C)nc3cccnc32)CC1	-2.0%
COc1cc(-c2nc3ccc(Cl)cn3c2Nc2ccc3c(c2)OCO3)ccc1O	0.3%
COc1ccccc1CNc1ccc(-c2nc(-c3cccnc3)no2)cc1[N+](=O)[O-]	-2.0%
COc1cccc(-c2nn(C)c3sc(C(=O)NCCc4ccc(Cl)cc4)cc23)c1	5.1%
Cc1cc(Cl)ccc1NC(=O)C1CCCN(c2nnc(C)c3c(C)n(-c4ccccc4)nc23)C1 (stereo not given)	-3.2%
Cc1ccc(-c2nc3ccccn3c2Nc2ccc3c(c2)OCCO3)s1	1.2%
Cc1oc(-c2ccccc2Cl)nc1CS(=O)CC(=O)NCc1ccccc1Cl (stereo not given)	-0.3%
CCOC(=O)c1cc2c(=O)n3ccccc3nc2n(Cc2ccco2)c1=NC(=O)c1cc(C)cc(C)c1	11.1%
COc1ccccc1CNC(=O)CCn1c(=O)c2cccn2c2cccnc21	10.2%
COc1ccc(NC(=O)c2oc3ccc4c(c3c2C)C(=O)CC(C)(C)O4)cc1OC	-0.2%
CCOCCCNC(=O)c1cnc2sc(N3CCCCC3)nn2c1=O	9.3%
Cc1ccc(C)c(Cn2c(=O)n(-c3ccc(Cl)cc3)c(=O)c3c(C)c(C)sc32)c1	-0.6%
CCOC(=O)c1ccccc1NC(=O)CCOc1ccccc1	-0.8%
COc1cccc(OCc2nc3ccccc3n2CCOc2ccccc2C)c1	19.4%
Cc1ccc(CNC(=O)C2CCCCN2S(=O)(=O)c2ccc(F)cc2)cc1 (stereo not given)	-4.8%
Cc1ccccc1NC(=O)c1ccc(CNS(=O)(=O)c2ccc3c(c2)C(C)(C)C(=O)N3C)cc1	0.0%
CCOC(=O)c1c(NC(=O)c2cc3ccccc3c(=O)o2)sc2c1CCCC2	0.0%
CCc1ccc(CNC(=O)c2ccc(NC(=O)N3CCSc4ncccc43)cc2)cc1	0.7%
COc1ccc(S(=O)(=O)c2c(O)c3ccc(C(=O)NCc4ccc(Cl)cc4)cc3[nH]c2=O)cc1	0.5%
COc1cccc2c1cc1c(=O)n(CC(=O)N3CCN(c4ccccc4F)CC3)nc(C)n12	0.0%

Some of the entries above in a different format.
| compound | Epigenetic reg |
| --- | --- |
| Cc1ccc(C)c(Cn2c(=O)n(-c3ccc(Cl)cc3)c(=O)c3c(C)c(C)sc32)c1 | -0.6% |
| CCOC(=O)c1ccccc1NC(=O)CCOc1ccccc1 | -0.8% |

The main list resumes with the 2 entries that preceded the break.
SMILES	Epigenetic reg
COc1ccc(S(=O)(=O)c2c(O)c3ccc(C(=O)NCc4ccc(Cl)cc4)cc3[nH]c2=O)cc1	0.5%
COc1cccc2c1cc1c(=O)n(CC(=O)N3CCN(c4ccccc4F)CC3)nc(C)n12	0.0%
Cc1cccc(NS(=O)(=O)c2ccc3c(c2)[C@H]2C=CC[C@H]2[C@@H](c2ccc(F)cc2)N3)c1	0.9%
CCc1ccc(S(=O)(=O)c2nnn3c2nc(N2CCC(C)CC2)c2cc(Cl)ccc23)cc1	0.0%
CCOC(=O)CCCN1C(=O)CCn2nc(-c3cn(C)c4ccccc34)cc21	-3.9%
Cc1cc2nc(-c3ccc(NC(=O)c4ccccc4F)cc3)oc2cc1C	-1.6%
CCOC(=O)c1cnc2c(ccc3ccccc32)c1Nc1ccc(OC)cc1OC	-1.9%
COc1ccc2[nH]cc(CCN=C(NC(=O)c3ccccc3C)Nc3nc(C)cc(C)n3)c2c1	-0.2%
COc1cc(NC(=O)CCc2c(C)nc3nc(-c4cc(OC)cc(OC)c4)nn3c2C)cc(OC)c1	7.8%
CCOC(=O)C1CCCN(S(=O)(=O)c2cc(-c3onc(C)c3C)ccc2OC)C1 (stereo not given)	3.2%
Cc1ccc(N2C(=O)NC(NS(=O)(=O)c3ccccc3)(C(F)(F)F)C2=O)cc1C (stereo not given)	0.0%
CCN(CC)c1ccc(NC(=O)CCc2c(C)nc3ncnn3c2C)c(C)c1	-1.1%
COc1ccc2oc(-c3ccc(C)c(NC(=O)c4ccc(-c5ccccc5[N+](=O)[O-])o4)c3)nc2c1	1.1%
CCOc1ccc(NC(=O)c2sc3ccccc3c2Cl)cc1	-0.8%
CCOC(=O)c1ccccc1NC(=O)Cn1c(=O)n(Cc2nc(C)no2)c(=O)c2ccccc21	-1.5%
CCc1cc2c(cc3c(=O)n(CC(=O)NC(C)c4ccccc4)ncn32)s1 (stereo not given)	0.0%
COc1ccc(-c2nc3c(c(SCC(=O)N4CCCCC4)n2)Cc2cc(Cl)ccc2O3)cc1	5.3%
COC(=O)c1c(NC(=O)/C=C/c2ccc(OC)c(OC)c2)sc2c1CCC2	-0.8%
O=C(Nc1ccc(C(F)(F)F)cc1)C1CCC(CNS(=O)(=O)c2cccc3nsnc23)CC1 (stereo not given)	1.1%
CCc1ccc(OC(C)c2nc(-c3ccc(-n4cccc4)cc3)no2)cc1 (stereo not given)	-1.1%
Cc1ccc2c(Sc3ccccc3)c(C(=O)NCc3ccccc3F)[nH]c2c1	-3.0%
CCOc1ccc(-n2c(=O)c3c(C)c(C)sc3n(Cc3cc(=O)n4cc(Cl)ccc4n3)c2=O)cc1	-0.7%
Cc1ccc(Cn2cc(C(=O)c3ccc(F)cc3)c(=O)c3cc4c(cc32)OCO4)cc1	-1.1%
Cc1ccc(-c2nc3cc(C(C)C)ccc3o2)cc1NC(=O)c1cccs1	-1.1%
Cc1ccc(CN2COc3c(Cl)cc4c(-c5ccccc5)cc(=O)oc4c3C2)cc1	3.7%
CCN1CCN(C(=O)c2ccc3c(c2)N(Cc2ccccc2)C(=O)c2ccccc2S3=O)CC1 (stereo not given)	-2.0%
CCN(CC)c1ccc(NC(=O)Cn2nc(C)n3cccc3c2=O)c(C)c1	1.2%
SMILES	Epigenetic reg
CCN(C(=O)CSc1nc(-c2ccc(C(C)C)cc2)no1)c1ccccc1	-2.6%
COCCCNC(=O)Cn1c(=O)n(-c2ccccc2)c(=O)c2c1c1cc(OC)ccc1n2C	2.1%
CN(C)c1ccc(-c2nc3ccccn3c2Nc2ccc3c(c2)OCCO3)cc1	0.0%
CCc1ccccc1NC(=O)CN(c1cccc(C)c1C)S(C)(=O)=O	-0.7%
CCN(C(=O)c1cc2c(s1)-c1c(C)cccc1OC2)c1cc(C)ccc1C	0.8%
COc1ccc(OCc2nc(C#N)c(NCc3ccccc3Cl)o2)cc1	-0.1%
CCC(=O)N1CCc2cc(S(=O)(=O)NC(C(=O)NCCc3ccc(C)cc3)C(C)C)ccc21 (stereo not given)	6.3%
Cc1cc(F)ccc1NC(=O)c1sc2nc(-c3cccs3)ccc2c1N	-0.3%
Cc1cccc(N2CCN(C(=O)c3cn(CC(C)C)c(=O)c4c3c3ccccc3n4C)CC2)c1C	-1.8%
Cc1ccccc1NC(=O)Cn1c(=O)n(CCC(=O)N2CCc3ccccc3C2)c(=O)c2ccccc21	-0.9%
Nc1ccc(S(=O)(=O)NC2(C(F)(F)F)NC(=O)N(c3cccc(Cl)c3)C2=O)cc1 (stereo not given)	-1.1%
CCc1ccc(C(=O)c2c(N)c(-c3nc(-c4ccc5c(c4)OCO5)cs3)c3ccccn23)cc1	0.7%
Cn1c(=O)c(=O)n(C)c2cc(N3CCCC3)c(NC(=O)c3ccccc3Cl)cc21	1.0%
COc1cc2[nH]c(=O)n(CCCCCC(=O)NCCc3ccccc3)c(=O)c2cc1OC	-1.5%
Cc1ccc2nc(/C(C#N)=C/c3ccccc3F)[nH]c2c1	-1.6%
CCOc1ccc(OCC)c(NC(=O)c2cc3ccccn3n2)c1	-0.3%
CCc1ccc(-c2nc(CSCC(=O)N3CCN(c4ccc(F)cc4)CC3)c(C)o2)cc1	0.0%
Cn1c2ccc(F)cc2c2nnc(SCCN3CCCCC3)nc21	-1.1%
Cc1ccccc1CNC(=O)CCC(=O)N1CCSc2ccccc21	-1.0%
Cc1ccc(CNC(=O)c2cc(=O)c3cc(C)ccc3o2)cc1	1.9%
COc1ccc(Cl)cc1NC(=O)C1CCN(S(=O)(=O)c2ccc(F)cc2)CC1	-1.9%
Cc1ccc(Cl)cc1N1CCN(C(=O)Cn2nc(C)c3sc4ccccc4c3c2=O)CC1	-0.5%
Cc1ccc2c(=O)cc(C(=O)NCc3ccccc3)oc2c1	-1.9%
CCS(=O)(=O)N1CCc2cc(C(=O)N3CCN(c4ccccc4)CC3)ccc21	8.1%
CCCS(=O)(=O)c1nc(S(=O)(=O)c2ccc(C)cc2)c(NCc2ccccc2)s1	-2.0%

Exported field by field: three of the compounds above.
molecule: CCc1ccc(C(=O)c2c(N)c(-c3nc(-c4ccc5c(c4)OCO5)cs3)c3ccccn23)cc1
  Epigenetic reg: 0.7%

molecule: Cn1c(=O)c(=O)n(C)c2cc(N3CCCC3)c(NC(=O)c3ccccc3Cl)cc21
  Epigenetic reg: 1.0%

molecule: COc1cc2[nH]c(=O)n(CCCCCC(=O)NCCc3ccccc3)c(=O)c2cc1OC
  Epigenetic reg: -1.5%

An excerpt from above in order of formula weight, low to high:
SMILES	Epigenetic reg
Cc1ccc(CNC(=O)c2cc(=O)c3cc(C)ccc3o2)cc1	1.9%
Cc1cc(F)ccc1NC(=O)c1sc2nc(-c3cccs3)ccc2c1N	-0.3%
COCCCNC(=O)Cn1c(=O)n(-c2ccccc2)c(=O)c2c1c1cc(OC)ccc1n2C	2.1%
CCc1ccc(-c2nc(CSCC(=O)N3CCN(c4ccc(F)cc4)CC3)c(C)o2)cc1	0.0%
CCC(=O)N1CCc2cc(S(=O)(=O)NC(C(=O)NCCc3ccc(C)cc3)C(C)C)ccc21 (stereo not given)	6.3%

New compounds follow:
SMILES	Epigenetic reg
CCOc1ccc(CNC(=O)CSc2c3c(nc4cc(Cl)ccc24)CCCC3)cc1	5.8%
Cc1c(Cl)cccc1NC(=O)CN1C(=O)c2ccccc2Sc2ncccc21	3.9%
CCOC(=O)c1[nH]c2ccccc2c1NC(=O)c1ccc(OC(C)C)cc1	-2.3%
COc1ccc(NC(=O)C2CCN(c3nc4ccccc4nc3C(F)(F)F)CC2)cc1	0.6%
CCOc1ccc(NC(=O)c2oc3ccccc3c2NC(=O)c2cc(C)cc(C)c2)cc1	-2.7%
CC(C)N(C(=O)Cn1cc(SCC(=O)Nc2ccccc2F)c2ccccc21)C(C)C	2.0%
CC(=O)N1CCc2cc(S(=O)(=O)NC(CC(C)C)C(=O)NCCc3cccc(C)c3)ccc21 (stereo not given)	-0.1%
CCOC(=O)CC(NC(=O)Cn1nnc(-c2ccc(Cl)cc2)n1)c1ccc(OC)cc1 (stereo not given)	2.2%
